# Screening data: PubChem BioAssay, several laboratories
# CRFBP-R2 agonist – CRF-BP/CRF-R2 complex agonism. HEK293 CRF-R2/CRF-BP, calcium dye fluorescence (FLIPR); percent of saturating CRF peptide response. activation, % at 13.2 µM. AID 588473. actives 0.46% (n = 350,000);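 active = activation of at least 50%, plus an integration ratio under a set limit after plate pattern correction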;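 also: plate controls were neutral control wells without compound for no effect and CRF at EC100 for full effect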
# PHOSPHO1 inh – blocks human PHOSPHO1 phosphatase activity; Q8TCT1; recombinant PHOSPHO1, absorbance phosphatase assay; inhibition, % at 13.3 µM; actives 1.1% (n = 290,000); in the data active = inhibition above about 60%
# p-CIP stab down – lowers stability of the mouse p/CIP coactivator protein; F442A p/CIP-EGFP cells, EGFP fluorescence, 16 h; decrease of EGFP signal, % at 10 µM; actives 0.01% (n = 290,000); AID 1984;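 active = EGFP signal decrease of at least 30% at 10 µM or well 3 SD below plate mean, unless failing retest; inactive = the rest, including hits failing retest or dose response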; also: some compounds called inactive have numbers as strong as hits; many of its hits are not listed in these tables
# CRFR2-BP antag – blocks CRF-induced signaling of the CRF-BP/CRF-R2 complex; actives 0.59% (n = 350,000); inhibition, % at 11.8 µM; HEK293 CRF-R2/CRF-BP, CRF-induced calcium fluorescence;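 active = inhibition of the ligand-induced calcium signal above about 50% at the single tested concentration, limit read from the data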
# CHRM4 PAM – CHRM4 positive allosteric modulation; P08173; CHO-K1 hM4/Gqi5, Fluo-8 calcium fluorescence, ACh EC20; 0% = ACh EC20, 100% = maximal ACh; activation, % at 3 µM; actives 0.4% (n = 360,000);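 active = activation above its plate's cutoff, the mean activation of sample wells plus 3 SD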; also: some results filed as inactive read as strong as hits
# MEKK3 PB1 HTS – modulators (inhibitors or enhancers) of MEK5 binding to human MEKK3 PB1 domain. Q99759. bead-based flow cytometry, Alexa488-MEK5 binding to MEKK3; actives lie on both sides; 0 = blocked by unlabeled MEK5, 100 = vehicle. binding response (% of control), % at 10 µM. actives 1.4% (n = 290,000). AID 1529;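 active = binding response more than 3 SD above or below the average of its plate-row segment, actives on both sides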;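 also: Alexa488 bead fluorescence after subtracting the streptavidin-only scavenger bead signal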
# IDE cell activ – activators of human insulin-degrading enzyme in cells | P14735 | HEK cells, FAbeta-B cleavage, fluorescence polarization; 0% vehicle, 100% cell-free pure enzyme wells | activation, % at 5.96 µM | actives 0.073% (n = 340,000);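 active = activation above the mean of all tested compounds plus 3 SD, set per screening campaign, cut at about 17% in these data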
# Target sequence (P14735 whole entry, looked up): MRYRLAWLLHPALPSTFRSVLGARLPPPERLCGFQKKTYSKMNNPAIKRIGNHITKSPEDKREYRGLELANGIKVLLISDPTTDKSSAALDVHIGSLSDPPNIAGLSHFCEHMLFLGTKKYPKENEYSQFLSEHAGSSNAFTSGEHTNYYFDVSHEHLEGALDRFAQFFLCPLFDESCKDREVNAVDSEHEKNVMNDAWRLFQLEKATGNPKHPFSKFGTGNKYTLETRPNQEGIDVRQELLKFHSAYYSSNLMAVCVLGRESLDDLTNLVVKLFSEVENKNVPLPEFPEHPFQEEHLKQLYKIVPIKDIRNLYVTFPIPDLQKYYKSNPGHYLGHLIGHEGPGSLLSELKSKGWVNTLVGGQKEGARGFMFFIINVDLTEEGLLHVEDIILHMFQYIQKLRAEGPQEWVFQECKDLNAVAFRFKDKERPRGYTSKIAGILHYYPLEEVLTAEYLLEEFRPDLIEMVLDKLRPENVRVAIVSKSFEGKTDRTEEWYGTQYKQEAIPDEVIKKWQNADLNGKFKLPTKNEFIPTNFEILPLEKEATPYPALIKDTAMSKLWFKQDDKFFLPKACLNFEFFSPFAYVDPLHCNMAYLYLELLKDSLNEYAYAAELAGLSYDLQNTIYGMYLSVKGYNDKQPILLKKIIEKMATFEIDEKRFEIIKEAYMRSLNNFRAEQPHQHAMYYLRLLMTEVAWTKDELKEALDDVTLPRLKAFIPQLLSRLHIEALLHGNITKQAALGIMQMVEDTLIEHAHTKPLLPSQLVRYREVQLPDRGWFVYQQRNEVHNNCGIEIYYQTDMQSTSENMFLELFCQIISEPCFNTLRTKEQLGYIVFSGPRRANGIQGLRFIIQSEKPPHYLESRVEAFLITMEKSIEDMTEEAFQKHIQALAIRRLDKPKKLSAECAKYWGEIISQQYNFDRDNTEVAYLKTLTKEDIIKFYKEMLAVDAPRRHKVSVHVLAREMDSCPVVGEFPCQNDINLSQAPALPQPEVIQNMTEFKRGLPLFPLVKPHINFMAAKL
# IDE inh – cellular human IDE inhibition; P14735; HEK cells, FAbetaB cleavage, fluorescence polarization; inhibition, % at 5.59 µM; actives 0.41% (n = 320,000);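 active = percent inhibition above the average of all tested compounds plus 3 SD, set per screening campaign, cut at about 16% in these data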;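 also: IDE supplied by intact live HEK cells; FP after avidin binding of uncleaved biotin substrate so inhibition keeps polarization high; 0% = DMSO wells and 100% = 60 µM reference IDE inhibitor Ii1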
# GalR3 antagonist – human GalR3 antagonism; HEK293 GalR3-CNG cAMP membrane potential fluorescence; galR3 body fused to GalR1 C-terminus; inhibition, % at 3 µM; actives 0.44% (n = 360,000);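 active = inhibition above the screen-wide average plus 3 SD, cut at about 13% in these data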;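 also: forskolin and galanin both at EC90 stimulate the cells; cAMP rise reported by CNG channel membrane potential dye signal; 0% = forskolin plus galanin with DMSO and 100% = forskolin alone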
# * marks the source's active call; other numbers are inactive results; nt = no result given; [ ] = dose if it differs, or a comment. Random draw from the library, and some 4.2% of all compounds hit somewhere here.
no.	CRFBP-R2 agonist	PHOSPHO1 inh	p-CIP stab down	CRFR2-BP antag	CHRM4 PAM	MEKK3 PB1 HTS	IDE cell activ	IDE inh	GalR3 antagonist	Structure
1	-1.0	16	-9	6	5	nt	-3	0	-6	Cc1ccc(C2C(C(=O)c3cccs3)=C(O)C(=O)N2c2ccc(S(N)(=O)=O)cc2)cc1 (centres undefined)
2	-0.7	nt	nt	-7	7	nt	nt	nt	-7	Cc1ccc(NC(=O)c2sc3nc(N4CCOCC4)c4c(c3c2N)CCCC4)cc1
3	0.6	10	5	-3	4	100	3	-6	-7	CC(C)[C@@H](COc1ccccc1)N1CCN(Cc2ccccc2)CCC1=O
4	-1.6	14	-7	-7	-2	98	1	-1	-8	COc1cccc(C(=O)NC2CC3CCCC(C2)N3S(=O)(=O)c2ccccc2)c1 (centres undefined)
5	-2.1	14	-10	-1	5	99	9	2	-5	O=C(CCC1CCCCC1)Nc1ccccc1O
6	0.9	nt	nt	-4	-1	nt	-5	2	1	CCN(C1CCCCC1)S(=O)(=O)CCNC(=O)c1ccccc1
7	-0.3	20	-12	3	5	109	-2	3	-9	CC(=O)N(Cc1ccc(Cl)cc1)c1cnccn1
8	26	28	3	-17	-8	104	-3	3	-10	CSCc1c(C(=O)Nc2ccc3c(c2)OCO3)oc2ccccc12
9	-0.1	40	7	2	-4	99	4	3	-8	CCCCN(C(=O)c1ccc(C)cc1)c1c(N)n(CCC)c(=O)[nH]c1=O
10	0.4	8	5	0	13	nt	-2	4	-8	Nc1c2c(=O)oc(-c3ccccc3)cc2nn1-c1ccccc1
11	-1.1	15	10	-3	-7	90	5	0	-3	NS(=O)(=O)c1cccc(NS(=O)(=O)c2ccc(/C=C/C(=O)O)cc2)c1
12	0.8	-8	1	12	-1	105	6	0	-5	Nc1ccc2c(c1)C(=O)N(CCCC(=O)O)C2=O
13	0.1	35	-8	10	-7	104	2	6	-6	CCN(C(=O)COc1ccc(C(=O)c2ccccc2)cc1)c1ccccc1
14	-1.6	nt	nt	6	25*	nt	-3	7	-5	COc1cccc(CNC(=O)CN2C(=O)c3ccccc3S2(=O)=O)c1
15	0.4	26	-33	-6	-7	100	2	1	nt	O=C(NCCOC(=O)c1ccc(Cl)c(S(=O)(=O)N2CCCCC2)c1)c1ccncc1
16	0.5	3	6	-3	5	107	-7	2	1	Cc1ccc2cc(CCNC(=O)C(C)(C)C)c(=O)[nH]c2c1
17	-3.3	3	-6	-3	0	101	6	6	-5	Cc1ccsc1C(=O)Nc1cccc(S(=O)(=O)N(C)C)c1
18	-2.1	nt	nt	8	4	nt	1	-2	-4	O=C(Cn1cc(C(F)(F)F)cc(Cl)c1=O)NCC1COc2ccccc2O1 (centres undefined)
19	0.5	25	-13	6	6	99	6	5	-5	O=C1CSC(c2cccnc2)N1c1ccccc1 (centres undefined)
20	1.1	-81	20	-15	-5	114	0	-3	-4	CCCOc1ccc(CCc2n[nH]c(=S)n2-c2ccccc2)cc1
21	-0.2	16	7	8	-5	106	2	-1	-4	COc1ccc(CNC(=O)c2cc(=O)c3c(C)cc(C)cc3o2)cc1
22	-0.5	42	4	-6	-3	102	3	-3	-7	O=C(N/C(=C/C=C/c1ccccc1)C(=O)N1CCOCC1)c1ccccc1Br
23	-1.9	9	8	4	-4	98	2	6	-6	COc1cccc(C(=O)NC2CCCN(C3Cc4ccccc4C3)C2)c1OC (centres undefined)
24	2.0	29	5	12	5	97	0	-1	-2	Cc1noc(C)c1C(=O)NCCc1ccc(S(N)(=O)=O)cc1
25	-0.5	-8	-12	23	2	nt	2	3	-1	O=C(COC(=O)c1cc(S(=O)(=O)N2CCOCC2)ccc1Cl)Nc1ccc2c(c1)OCO2
26	-0.5	21	-6	-17	19	99	4	-2	-2	O=C(Nc1nnc(C2CCCCC2)s1)c1ccco1
27	nt	32	-44	nt	nt	115	nt	5	nt	COc1ccc(C(c2c(C)n(C)n(-c3ccccc3)c2=O)c2c(C)n(C)n(-c3ccccc3)c2=O)cc1O
28	0.2	36	-5	16	1	106	4	2	-1	COCCN1C(=O)C(=O)/C(=C(/O)c2cccc(S(=O)(=O)N(C)C)c2)C12C(=O)N(C)c1ccccc12 (centres undefined)
29	2.2	26	-12	8	-2	86	-1	-11	-9	CN(C)S(=O)(=O)N1CCC(Oc2ccc(C(=O)NCC(C)(C)CO)cc2)CC1
30	-0.9	nt	nt	-8	-2	103	1	9	-2	COCCN1C(=O)N[C@@H](c2cccc(C(F)(F)F)c2)[C@H](C(=O)OC)[C@H]1C
31	1.1	13	-13	-9	-6	101	6	1	-4	Cc1oc(-c2ccccc2F)nc1CS(=O)CC(=O)NCCN1CCCCC1C (centres undefined)
32	1.1	34	-8	4	10	99	5	9	-4	CCOC(=O)c1cc(-c2ccco2)nc2c1c(C)nn2-c1cccc(Cl)c1
33	0.0	0	-2	18	-1	105	-29	10	-1	O=c1[nH]c2ccccc2n1CCCSc1cnc2ccccc2n1
34	-2.1	0	-1	-19	-1	105	0	1	-3	CCSc1nnc(NC(=O)c2cc(C)nc3ccccc23)s1
35	-0.3	8	-8	26	-4	103	-2	9	-11	O=C(NCc1ccc2c(c1)OCO2)Nc1cccc(Cl)c1
36	-1.7	60	8	-7	-2	96	6	5	-4	COc1ccc(-c2[nH]ncc2CN2CCC(O)(c3ccc(Cl)cc3)CC2)cc1
37	-1.3	-7	-9	14	-2	95	1	1	0	CC(C)[C@H](NC(=O)NCCc1ccccc1)C(=O)O
38	-1.9	46	1	-26	4	91	2	6	2	CC(O)C(=O)NCCOCCOCCNC(=O)C(C)O (centres undefined)
39	-1.0	-5	-4	-23	2	96	nt	5	2	O=C(O)CNC(=O)/C(=C\c1ccc2c(c1)OCO2)NC(=O)c1ccc(Br)cc1
40	4.1	-10	-16	3	-4	96	6	-6	-2	COc1ccc(N(C(=O)COc2cccc(C)c2)S(=O)(=O)c2ccc(C)cc2)cc1
41	7.2	38	-20	-24	5	105	-3	6	2	CCc1nnc(NC(=O)CSc2ncnc3c2cnn3-c2ccc(OC)cc2)s1
42	8.3	8	1	-48	-10	106	9	-2	-5	Cc1nn2c(N3CCN(C)CC3)cc(C(C)(C)C)nc2c1-c1ccccc1
43	1.2	-8	-9	-23	11	99	-5	0	-6	COc1ccc(CN2CCC(=O)NC2=O)cc1
44	-1.4	23	-2	-15	-6	99	2	-3	-9	Cc1ccc(Cn2c(N3CCN(CCO)CC3)nc3c2c(=O)n(C)c(=O)n3C)cc1
45	0.0	nt	nt	-2	-3	nt	0	-1	-1	O=C(c1cc(-c2cccc3ccccc23)nc2ccccc12)N1CCN(CCO)CC1
46	2.3	12	-9	37	12	83	1	-1	-4	COc1ccc(Cn2c(C)ccc2C)cc1
47	0.0	nt	nt	-10	5	nt	3	0	0	C[C@H](CO)N1C[C@H](C)[C@@H](CN(C)C(=O)Nc2ccccc2)Oc2ccc(NC(=O)Cc3ccccc3)cc2C1=O
48	0.1	-14	7	-8	-12	104	5	-4	8	COc1cc(OC)c(OC)cc1/C=N/NC(=O)c1cccc(S(=O)(=O)N2CCOCC2)c1

# Random excerpt: two compounds from above
no.	CRFBP-R2 agonist	PHOSPHO1 inh	p-CIP stab down	CRFR2-BP antag	CHRM4 PAM	MEKK3 PB1 HTS	IDE cell activ	IDE inh	GalR3 antagonist	Structure
43	1.2	-8	-9	-23	11	99	-5	0	-6	COc1ccc(CN2CCC(=O)NC2=O)cc1
8	26	28	3	-17	-8	104	-3	3	-10	CSCc1c(C(=O)Nc2ccc3c(c2)OCO3)oc2ccccc12

# Additional entries
no.	CRFBP-R2 agonist	PHOSPHO1 inh	p-CIP stab down	CRFR2-BP antag	CHRM4 PAM	MEKK3 PB1 HTS	IDE cell activ	IDE inh	GalR3 antagonist	Structure
49	-2.4	1	-17	-2	6	111	11	11	-2	Cc1ccc(NC(=O)CN2CCCCCC2)cc1Br
50	5.6	nt	nt	3	-1	nt	7	nt	-6	CC(C)(C)OC(=O)N(CCc1ccccc1)Cc1ccc(OCc2cccc(NC(=O)C3CCCC3)c2)cc1
51	-0.3	23	-9	0	3	110	-2	2	-5	COc1ccc(/C=C/C(=O)N2CCN(c3ccccc3)CC2)cc1S(=O)(=O)N1CCOCC1
52	-0.2	-32	-13	2	12	104	5	1	-3	COc1ccc(S(=O)(=O)N2CCOCC2)cc1C(=O)Nc1ccon1
53	-0.2	28	-8	-12	0	98	3	3	-10	COc1ccc2nc(NC(=O)C3CCN(C(=O)c4ccco4)CC3)sc2c1
54	2.0	33	-14	-8	-4	93	-3	-2	-4	COc1ccccc1NC(=O)Cn1cc(C(=O)c2ccco2)c2ccccc21
55	0.2	nt	nt	1	1	nt	4	nt	-5	CC(C)N(C(=O)[C@H]1C[C@H](CC(=O)NCCCN(C)C)C(=O)N2CCc3c([nH]c4cc(CCC(=O)N(C)C)ccc34)[C@]12C)C(C)C
56	-1.4	-8	-7	9	-1	99	2	2	-10	CCOc1cc(NC(=O)Nc2ccc(F)cc2)c(OCC)cc1NC(=O)CC
57	-0.1	24	-3	16	-20	96	-2	0	0	COc1ccccc1/C=C/C=N/NC(=O)CC1C(=O)NN=C1C (centres undefined)
58	3.7	-43	-18	32	-3	7.0*[inhibitor]	5	1	3	CC1=C(C#N)C(=O)NC(=O)/C1=C/c1ccc(-c2ccc(S(N)(=O)=O)cc2)o1

# Molecules listed so far that have four or more nitrogen atoms (11):
no.	CRFBP-R2 agonist	PHOSPHO1 inh	p-CIP stab down	CRFR2-BP antag	CHRM4 PAM	MEKK3 PB1 HTS	IDE cell activ	IDE inh	GalR3 antagonist	Structure
2	-0.7	nt	nt	-7	7	nt	nt	nt	-7	Cc1ccc(NC(=O)c2sc3nc(N4CCOCC4)c4c(c3c2N)CCCC4)cc1
9	-0.1	40	7	2	-4	99	4	3	-8	CCCCN(C(=O)c1ccc(C)cc1)c1c(N)n(CCC)c(=O)[nH]c1=O
27	nt	32	-44	nt	nt	115	nt	5	nt	COc1ccc(C(c2c(C)n(C)n(-c3ccccc3)c2=O)c2c(C)n(C)n(-c3ccccc3)c2=O)cc1O
33	0.0	0	-2	18	-1	105	-29	10	-1	O=c1[nH]c2ccccc2n1CCCSc1cnc2ccccc2n1
34	-2.1	0	-1	-19	-1	105	0	1	-3	CCSc1nnc(NC(=O)c2cc(C)nc3ccccc23)s1
41	7.2	38	-20	-24	5	105	-3	6	2	CCc1nnc(NC(=O)CSc2ncnc3c2cnn3-c2ccc(OC)cc2)s1
42	8.3	8	1	-48	-10	106	9	-2	-5	Cc1nn2c(N3CCN(C)CC3)cc(C(C)(C)C)nc2c1-c1ccccc1
44	-1.4	23	-2	-15	-6	99	2	-3	-9	Cc1ccc(Cn2c(N3CCN(CCO)CC3)nc3c2c(=O)n(C)c(=O)n3C)cc1
47	0.0	nt	nt	-10	5	nt	3	0	0	C[C@H](CO)N1C[C@H](C)[C@@H](CN(C)C(=O)Nc2ccccc2)Oc2ccc(NC(=O)Cc3ccccc3)cc2C1=O
55	0.2	nt	nt	1	1	nt	4	nt	-5	CC(C)N(C(=O)[C@H]1C[C@H](CC(=O)NCCCN(C)C)C(=O)N2CCc3c([nH]c4cc(CCC(=O)N(C)C)ccc34)[C@]12C)C(C)C
57	-0.1	24	-3	16	-20	96	-2	0	0	COc1ccccc1/C=C/C=N/NC(=O)CC1C(=O)NN=C1C (centres undefined)
